aSyn tox rescue: inhibitors of alpha-synuclein toxicity in yeast. S. cerevisiae alpha-synuclein toxicity rescue, BacTiter-Glo growth, 24 h. Potency, µM (series often up to 46.1 µM), without a hit: top-dose growth rescue (activation), usual class: activators. 94,000 tested, 0.02% active. AID 1347070; active = well fitted activation curve with a large enough effect; note: 0% is about no effect
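Growth restoration measured by BacTiter-Glo luminescence after 24 hr at 30 deg C; alpha-synuclein yeast, raffinose-pregrown to mid-log, were added at OD600=0.02 in galactose medium onto pinned compounds.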
* = called active by the depositor; [ ] = another dose, or the depositor's remark. Potency is the fitted concentration of half-maximal effect.

SMILES	aSyn tox rescue
COCCCNC(=O)CSC1=Nc2ccccc2C2=NC(CCC(=O)NCc3ccc(OC)cc3)C(=O)N12 (stereo unspecified)	-3.2%
COc1ccc(CC(=O)NCCc2sc(-c3cccc(F)c3)nc2C)cc1	2.0%
Cc1ccc(C(=O)Nc2ccc(NC(=O)c3cccs3)cc2)cc1C	8.4%
COc1ccccc1N(CC(O)CN1CCC(C)CC1)S(=O)(=O)c1ccccc1 (stereo unspecified)	4.8%
O=C(CCC(=O)Nc1cccc2ccccc12)N/N=C/c1ccco1	4.1%
CCCCN(CC)C(=O)Cn1c(=O)n(-c2ccc(OCC)cc2)c(=O)c2c3c(sc21)CCCC3	1.0%
COc1ccc(CNC(=O)CCc2c(C)nc3nc(CNC(=O)OC(C)(C)C)nn3c2C)cc1	3.2%
O=C(COC(=O)C1CCN(S(=O)(=O)c2ccc(Cl)c(C(F)(F)F)c2)CC1)NCC1CCCO1 (stereo unspecified)	12.6%
CCOC(=O)c1ccc(CN(Cc2ccccc2C)S(=O)(=O)c2ccc(F)c(C)c2)cc1	5.8%
O=c1[nH]cc(CCc2ccccc2)c(=O)[nH]1	-1.2%
O=S1(=O)N=C(c2ccccc2)c2ccccc21	11.6%
OCC1(CCc2ccccc2)CCN(Cc2ccccc2Cl)CC1	10.1%
O=C(CN1CCN(C(=O)c2ccco2)CC1)N1CCc2[nH]c3ccccc3c2C1	-4.9%
COc1ccccc1CNC(=O)COC(=O)CSc1ccc(F)cc1	-10.3%
CCc1ccc(-n2c(=O)c3cccnc3n2CC(=O)Nc2cc(F)ccc2F)cc1	5.7%
Cc1cccc(N2CCN(C(=O)c3cc4c(=O)oc5ccccc5c4s3)CC2C)c1 (stereo unspecified)	-14.8%
CCOc1ccc(NC(=O)c2ccc(-c3ccccc3)s2)cc1	-1.8%
Cc1ccc(NC(=O)CCc2c(C)nc3cc(-c4ccccc4)nn3c2C)cc1F	0.0%
CC(=O)NC1CC2CCCC(C1)N2C(=O)Nc1c(C)cccc1C (stereo unspecified)	0.7%
Cc1nn(CCCC(=O)NCc2ccccc2Br)c(=O)c2c1sc1ccccc12	4.0%
COc1ccc(Cl)cc1C(=O)Nc1ccc2nc(Nc3cccc(Cl)c3)cc(C)c2c1	-36.4%[inhibitor]
CC(CN1CCOCC1)OC(=O)/C=C/c1ccccc1 (stereo unspecified)	-9.6%
COc1ccc(OC(C)C(=O)NCc2nc(-c3cccc(C)c3)no2)cc1 (stereo unspecified)	0.9%
COc1ccc2c(c1OC)C(=O)OC2n1c(O)c(N=NC(C)=O)c2ccccc21 (stereo unspecified)	5.8%

Taken from above.
Value of OCC1(CCc2ccccc2)CCN(Cc2ccccc2Cl)CC1 in aSyn tox rescue: 10.1%
Value of CCOc1ccc(NC(=O)c2ccc(-c3ccccc3)s2)cc1 in aSyn tox rescue: -1.8%
Value of O=C(COC(=O)C1CCN(S(=O)(=O)c2ccc(Cl)c(C(F)(F)F)c2)CC1)NCC1CCCO1 (stereo unspecified) in aSyn tox rescue: 12.6%
Value of CC(CN1CCOCC1)OC(=O)/C=C/c1ccccc1 (stereo unspecified) in aSyn tox rescue: -9.6%

Reformatted field by field: two of the compounds above
structure: CC(CN1CCOCC1)OC(=O)/C=C/c1ccccc1 (stereo unspecified)
  aSyn tox rescue: -9.6%

structure: COc1ccc(OC(C)C(=O)NCc2nc(-c3cccc(C)c3)no2)cc1 (stereo unspecified)
  aSyn tox rescue: 0.9%

The results go on.
SMILES	aSyn tox rescue
COc1ccc(C(=O)Nc2cc(C)nn2-c2ccc(C)cc2)cc1	6.1%
COCCCN1C(=O)c2ccc(C(=O)OCC(=O)N(CCC#N)c3cc(C)cc(C)c3)cc2C1=O	8.6%
Cc1ccc(-c2noc(CCC(=O)NC3CC3)n2)cc1	4.4%
CCCCOC(=O)/C=C\C(=O)OCCCC	-2.0%
COc1ccc(CCNC(=O)CSc2n[nH]c(N)n2)cc1	-3.1%
CCOc1ccc(C(=O)N2CCCC(c3nc(-c4cccs4)no3)C2)cc1 (stereo unspecified)	-42.0%[inhibitor]
Cc1ccc2c(c1)C(=O)OC(C(=O)Nc1ncc(Cc3ccc(Cl)cc3)s1)C2 (stereo unspecified)	0.5%
CCOc1ccc(C(=O)Nc2cc(C)ccn2)cc1	-58.0%[inhibitor]
CC(C)c1ccc(NS(=O)(=O)c2cc(Br)cc3c2N(C(=O)C2CC2)CC3)cc1	3.0%
COc1ccc(C(=O)N(Cc2sccc2C)C2CCS(=O)(=O)C2)cc1Cl (stereo unspecified)	-2.4%
CCCCCn1nc(C(=O)OCc2nnc(-c3ccccc3)o2)c2ccccc2c1=O	10.0%
COc1ccc(/C=N/NC(=O)c2cc[n+]([O-])cc2)cc1OC	-7.8%

Reformatted as a markdown table: two of the compounds above.
| structure | aSyn tox rescue |
| --- | --- |
| CCOc1ccc(C(=O)Nc2cc(C)ccn2)cc1 | -58.0%[inhibitor] |
| CCCCOC(=O)/C=C\C(=O)OCCCC | -2.0% |

Additional structures.
SMILES	aSyn tox rescue
CCOc1ccc(CNC(=O)c2ccc(CS(=O)c3ccccc3)o2)cc1 (stereo unspecified)	-2.9%
C/C(=N\NC(=O)COc1ccc(C(C)(C)C)cc1)c1ccccc1	0.1%
Cc1c2cnn(CC(=O)NCc3ccc(Cl)cc3)c(=O)c2c(C)n1Cc1ccc(F)cc1	7.1%
CN(C)c1cccc(C(=O)Nc2nc3ccc(S(=O)(=O)NC(C)(C)C)cc3s2)c1	0.5%
CC(=O)c1c(C)[nH]c(C(=O)Nc2cc(S(=O)(=O)N(C)C)ccc2C)c1C	-11.2%
COc1ccc(CCNC(=O)c2cn(C)c3ccc(S(=O)(=O)N(C)C4CCCCC4)cc3c2=O)cc1OC	2.1%
Cc1cc(NC(=O)CSc2nc(-c3ccccc3C)nc3c2c(=O)n(C)c(=O)n3C)no1	7.0%
CN(C)CCNC(=O)Cn1c(=O)c2cccn2c2ccc(F)cc21	-4.1%
Cc1noc(C)c1CCC(=O)Nc1cc(Cl)ccc1C(=O)O	-8.0%
Cc1cccn2c(=O)c3cc(C#N)c(=NC(=O)c4cccs4)n(CC(C)C)c3nc12	-1.5%
CN(CCOc1ccccc1)C(=O)c1cc(S(=O)(=O)N2CCCCC2)ccc1Cl	0.4%
CC1=C(C(=O)N2CCN(c3cc(C)ccc3C)CC2)C2(CCC(C)CC2)OC1=O (stereo unspecified)	0.9%
COc1cc(CN(C(=O)c2cc3ccccc3oc2=O)C2CCS(=O)(=O)C2)cc(OC)c1OC (stereo unspecified)	3.3%
CCn1cc2nc(SCc3cccc(C(F)(F)F)c3)n(Cc3ccc(OC)cc3)c(=O)c2n1	2.9%
COc1cc(C2C(C(=O)OC(C)C)=C(C)Nc3ncnn32)cc(OC)c1OC (stereo unspecified)	-3.2%
CC(C)C(NC(=O)c1ccc(C(C)(C)C)cc1)C(=O)NCC1(N(C)C)CCCCC1 (stereo unspecified)	8.0%
CC(=O)C(Sc1nc(N(C)C)nc(N(C)C)n1)C(=O)Nc1ccccc1 (stereo unspecified)	-13.1%
C=CCN1C(=O)c2ccc(C(=O)N(CC(C)C)c3c(N)n(CCCC)c(=O)[nH]c3=O)cc2C1=O	2.9%
CCOc1ccc(NS(=O)(=O)c2ccc3c(c2)NC(=O)CCS3)cc1	-1.6%
O=C(NCc1ccc(Cl)cc1)c1ccc2c(c1)nnn2C1CCCC1	-4.4%
Cn1cccc1C(=O)NC(=O)COC(=O)c1cc([N+](=O)[O-])ccc1Cl	7.9%
COc1ccc(C(c2c(O)cc(C)n(Cc3ccco3)c2=O)N2CCN(c3ccccc3)CC2)cc1 (stereo unspecified)	0.4%
CN1C(=O)c2ccc(NC(=O)CCS(=O)(=O)c3ccccc3)cc2C1=O	-3.9%
COC(=O)c1cc(NC(=O)[C@H](CCS(C)(=O)=O)N2Cc3ccccc3C2=O)cc(C(=O)OC)c1	1.3%
CCOc1cc(Br)c(CC(=O)NC2CCCCCC2)cc1OCC	-15.9%
Cc1ccc(-c2nc3ccc(Cl)cn3c2CC(C)(C)C)cc1	-8.4%
CCC(=O)N1CCc2cc(Br)cc(S(=O)(=O)N3CCCC(C(=O)Nc4cccc(C)c4C)C3)c21 (stereo unspecified)	-4.3%
COc1ccc(Nc2nc3c(S(=O)(=O)c4ccc(C)cc4)nnn3c3ccsc23)cc1Cl	-3.0%
Cc1ccc(OCC(=O)Nc2ccc(S(=O)(=O)Nc3ncccn3)cc2)c(C(C)(C)C)c1	-6.7%
COc1ccccc1N1CCN(C(=O)Nc2cn(CC(C)C)c(=O)c3ccccc23)CC1	8.0%
CCOC(=O)c1ccc(NC(=O)c2cc3c([nH]c2=O)CC(c2ccccc2)CC3=O)cc1 (stereo unspecified)	3.4%
CCCCCOC(=O)CSc1ncnc2c1sc1nc(N3CCOCC3)c3c(c12)CCCC3	6.7%
Cc1ccc(NC(=O)N2CCc3cc(S(=O)(=O)N4CCC(C)CC4)ccc32)cc1	-8.7%
COc1ccc(CCNC(=O)c2cc(C)oc2C)cc1OC	3.3%
Cc1nc2cc(-c3ccc(Cl)cc3)nn2c(C)c1CCC(=O)N1CCN(c2ccccc2)CC1	-4.3%
COc1ccccc1-c1nnc2n(CCc3ccccc3)c(=O)c3ccccc3n12	8.5%
Cc1ccc2c(=O)cc(C(=O)Nc3c(C)cccc3C)oc2c1	-4.2%
CCOc1ccc(C(=O)Nc2ccc3nc(SCC(=O)N4CCOCC4)sc3c2)cc1	3.6%
CCOC(=O)C(NC(=O)c1ccccc1)(Nc1cccc(C)n1)C(F)(F)F (stereo unspecified)	3.8%
CCOC(=O)c1c(NC(=O)C2CCCCC2)sc2c1CCN(C(C)C)C2	4.8%
Cc1ccccc1Nc1cc(C(=O)NCCc2ccc(Cl)cc2)c2ccccc2n1	0.0%
COc1ccc(NC(=O)C2=C(C)Nc3nc(SCc4ccccc4C)nn3C2c2cc(OC)c(O)c(OC)c2)cc1 (stereo unspecified)	2.4%
CCOC(=O)c1cccc(NC(=O)C2CCCN(S(=O)(=O)c3ccc4c(c3)oc(=O)n4C)C2)c1 (stereo unspecified)	3.7%
CCCCCn1cnnc1SCC(=O)c1c(N)n(C2CC2)c(=O)[nH]c1=O	4.5%
COc1ccc(-c2ccc3c(N)c(C(=O)Nc4cccc(C)c4)sc3n2)cc1	10.8%
Cc1cccc2c(N=NC(=O)C(C)n3cnc4ccccc4c3=O)c(O)[nH]c12 (stereo unspecified)	1.8%
Cn1c(=O)c2c(SCC(=O)NCc3ccco3)nc(-c3ccccc3F)nc2n(C)c1=O	3.5%
O=C(CSC(=S)N1CCCCC1)Nc1ncc2c(n1)CCCC2=O	-4.9%
CCc1ccccc1NC(=O)Cn1nnc(C(=O)Nc2ccc(C)c(F)c2)c1N	0.2%
Nc1ncc(S(=O)(=O)NCc2cccc(Cl)c2)cn1	0.8%
COc1ccccc1Nc1nn2c(=O)c3ccc(C(=O)N4CCCCC4)cc3nc2s1	-2.7%
CCN(CC)CCNC(=O)c1sc2nc(C)cc(C)c2c1-n1cccc1	3.6%
O=C(Nc1ccc(OC(F)(F)F)cc1)C(Cc1ccccc1)NS(=O)(=O)c1cccc2nsnc12 (stereo unspecified)	8.1%
COc1ccc(OC)c(C2NC(=O)NC(C)=C2C(=O)Nc2cc(C)cc(C)c2)c1 (stereo unspecified)	-2.0%
CCOC(=O)c1cc(C)n(CC2CCC(C(=O)Nc3cccc(C(C)=O)c3)CC2)c1C (stereo unspecified)	1.8%
CC(C)(CNC(=O)C1CCCN1C(=O)c1cccs1)N1CCOCC1 (stereo unspecified)	-11.7%
O=C(NCCN1C(=O)S/C(=C\c2ccc(F)cc2)C1=O)C1CCN(S(=O)(=O)c2cccs2)CC1	-6.9%
CCCCN(c1ccccc1)S(=O)(=O)c1cccc(C(=O)O)c1	6.9%
Cc1ccc(CNC(=O)CSCc2nc(-c3cccc(C)c3)oc2C)cc1	22.2%
CCOC(=O)c1c(NC(=O)c2cc(CC)on2)sc(C)c1C	-4.7%

Continuation:
SMILES	aSyn tox rescue
Cc1cccc(N2CCN(c3nc4ccccc4c4nc(-c5cccnc5)nn34)CC2)c1C	-10.0%
Nc1nn(S(=O)(=O)c2ccccc2)cc1-c1cccc([N+](=O)[O-])c1	-2.8%
COc1ccc(S(=O)(=O)N2CCCCCC2)cc1NC(=O)CCNC(=O)c1ccc(Cl)cc1	-1.7%
CCC(=O)N1CCc2cc(Br)cc(S(=O)(=O)NCCCN(C)Cc3ccccc3)c21	6.3%
Brc1cc2c(cc1CN1CCc3ccccc3C1)OCO2	6.2%
CCCN(CCC)CC(C)(C)NS(=O)(=O)c1ccc(Cl)cc1	5.0%
COc1ccc(N(Cc2cc3cc(OC)ccc3[nH]c2=O)C(=O)c2cccc(Cl)c2)cc1	-0.5%
CN(C)c1ccc(-n2c(CCC(=O)O)ccc2-c2ccccc2)cc1	2.4%
Cc1cc(NS(=O)(=O)c2ccc(N3C(=O)C4C5C=CC(C5)C4C3=O)cc2)nc(C)n1 (stereo unspecified)	-9.3%
CCCCOC(=O)N1CCOCCOCCOCC1	-6.3%
COc1ccc(-c2cc(CCCC(=O)NCCc3ccccc3)no2)cc1	6.3%
O=C(/C=C/c1cn(CC(O)CN2CCCCCC2)c2ccccc12)c1ccccc1 (stereo unspecified)	-7.4%
Cc1cc2c3ccccc3ncn2n1	0.0%
CC(=O)c1cc2c(cc1NC(=O)c1cnn(-c3ccc(C)cc3)c1-n1cccc1)OCO2	-0.1%
O=C(NCC1CCN(Cc2ccc(F)cc2)CC1)c1cc2ccc3cccnc3c2[nH]1	1.4%
Cc1ccc(/C=C(\C#N)c2nc3ccccc3c(=O)[nH]2)cc1	2.5%
Cc1cc(C)n2nc(SCC(=O)Nc3ccc(O)cc3)nc2n1	-10.3%
CC(C)(C)c1ccc(C(=O)Cn2cnnc2C#N)cc1	1.7%

5 neighbouring compounds from above, for reference:
SMILES	aSyn tox rescue
O=C(/C=C/c1cn(CC(O)CN2CCCCCC2)c2ccccc12)c1ccccc1 (stereo unspecified)	-7.4%
Cc1cc2c3ccccc3ncn2n1	0.0%
CC(=O)c1cc2c(cc1NC(=O)c1cnn(-c3ccc(C)cc3)c1-n1cccc1)OCO2	-0.1%
O=C(NCC1CCN(Cc2ccc(F)cc2)CC1)c1cc2ccc3cccnc3c2[nH]1	1.4%
Cc1ccc(/C=C(\C#N)c2nc3ccccc3c(=O)[nH]2)cc1	2.5%

Screens deposited in PubChem BioAssay by National Center for Advancing Translational Sciences (NCATS).

The list is partial, so the mix of outcomes need not match the whole.
